Compound activity from PubChem BioAssay.
Nox1 inh: inhibitors of human NADPH oxidase 1 (Nox1). Q9Y5S8. HT29 cells, luminol chemiluminescence ROS. inhibition, % at 6.7 µM. 16,000 compounds, 0.81% hits. AID 1792
Target sequence (Q9Y5S8 whole entry, looked up): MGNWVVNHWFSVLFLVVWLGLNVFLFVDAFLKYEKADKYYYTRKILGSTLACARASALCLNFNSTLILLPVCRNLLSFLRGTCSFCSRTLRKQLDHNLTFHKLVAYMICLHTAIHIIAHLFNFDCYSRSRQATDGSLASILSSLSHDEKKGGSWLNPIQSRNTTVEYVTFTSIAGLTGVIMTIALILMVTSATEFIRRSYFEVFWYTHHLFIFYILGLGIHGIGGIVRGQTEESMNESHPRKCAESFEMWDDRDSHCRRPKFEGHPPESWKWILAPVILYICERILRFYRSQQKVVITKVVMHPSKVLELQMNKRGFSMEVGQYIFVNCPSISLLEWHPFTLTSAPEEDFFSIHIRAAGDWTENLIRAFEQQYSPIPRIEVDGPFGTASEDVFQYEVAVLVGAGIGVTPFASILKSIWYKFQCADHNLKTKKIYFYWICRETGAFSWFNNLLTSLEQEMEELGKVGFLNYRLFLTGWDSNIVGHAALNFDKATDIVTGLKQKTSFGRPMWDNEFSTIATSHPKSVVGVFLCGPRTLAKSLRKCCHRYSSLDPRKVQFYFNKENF
KOR antag MB: blocks the human kappa opioid receptor, Maybridge compounds. inhibition, % at 9 µM. P41145. OPRK1 cells, antagonist mode, fluorescence readout. 16,000 compounds, 0.4% hits; in the data active means inhibition above about 50%
rat GALR2 agon: activates the rat galanin receptor 2 | O08726 | cell-based GALR2 agonist screen | activation, % at 10 µM | 16,000 compounds, 0.5% hits; in the data active means activation above about 15%
Target sequence (O08726 whole entry, looked up): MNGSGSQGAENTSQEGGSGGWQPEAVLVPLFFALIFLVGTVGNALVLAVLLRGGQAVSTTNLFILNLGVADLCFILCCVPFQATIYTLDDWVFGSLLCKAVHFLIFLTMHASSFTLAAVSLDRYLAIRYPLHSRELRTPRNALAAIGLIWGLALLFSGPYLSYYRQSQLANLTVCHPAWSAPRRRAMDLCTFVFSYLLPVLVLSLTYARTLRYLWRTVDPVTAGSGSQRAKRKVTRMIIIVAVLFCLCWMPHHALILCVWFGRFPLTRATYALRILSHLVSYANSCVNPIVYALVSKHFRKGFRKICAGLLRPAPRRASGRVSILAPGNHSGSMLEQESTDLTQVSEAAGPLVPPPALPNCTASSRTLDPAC
PME-1 Maybr inh: PME-1 (human) inhibition, Maybridge primary screen; Q9Y570; recombinant PME-1, FP-Rh probe fluorescence polarization; inhibition, % at 9 µM; 16,000 compounds, 0.5% hits; AID 2291; in the data active means inhibition above about 30%
NOTCH ag: NOTCH pathway agonism; NOTCH signaling luciferase reporter cells, luminescence; activation, % at 2.5 µM; 15,000 compounds, 0.4% hits; AID 434982; in the data active means activation above about 2.2%
TLR4-MyD88 inh: inhibitors of human TLR4-MyD88 binding | inhibition, % at 10 µM | AID 811 | 16,000 compounds, 0.06% hits | Cell-based TLR4-MyD88 binding inhibition assay; in the data active means inhibition above about 45%
S1P1 ag: activates the human S1P1 receptor; 16,000 compounds, 1.5% hits; S1P1 agonist cell-based reporter assay; activation, % at 4.5 µM; P21453; AID 1044; in the data active means activation above about 80%
luminol inh ctr: quenches luminol chemiluminescence in Nox1 counter-screen; inhibition, % at 6.7 µM; HRP/luminol/H2O2 chemiluminescence counterscreen; 16,000 compounds, 0.4% hits; AID 1823; further: reference of the scale not given here
An asterisk follows results filed as active. Unless noted, no stated cut-off is given here; in the data, active means inhibition above about 75%; inactive means the rest.

`Cc1ccc(NC(=O)c2c(C)noc2C)cc1NS(C)(=O)=O` gave Nox1 inh -15, KOR antag MB -6, rat GALR2 agon -6, PME-1 Maybr inh -1, NOTCH ag 1.5, TLR4-MyD88 inh -6, S1P1 ag -6 and luminol inh ctr -1.
For CSc1ncnc(SC)c1Br the results were Nox1 inh -23, KOR antag MB -3, rat GALR2 agon -8, PME-1 Maybr inh -1, NOTCH ag -0.5, TLR4-MyD88 inh -5, S1P1 ag -3 and luminol inh ctr 0.
`CN(C)c1ccc2c(c1)Sc1cc(N(C)C)ccc1N2C(=O)c1ccccc1` gave Nox1 inh 23, KOR antag MB 21, rat GALR2 agon -6, PME-1 Maybr inh 7, NOTCH ag -5.4, TLR4-MyD88 inh -2, S1P1 ag 11 and luminol inh ctr -1.
Screening CN=C1SC(CC(=O)O)C(=O)N1C (stereo not given) returned Nox1 inh 24, KOR antag MB 5, rat GALR2 agon -5, PME-1 Maybr inh 7, NOTCH ag -0.1, TLR4-MyD88 inh -1, S1P1 ag 17 and luminol inh ctr -6.
ONC(=Nc1ccc(C(F)(F)F)cc1)c1c(F)cccc1F was read as Nox1 inh -4, KOR antag MB 3, rat GALR2 agon -9, PME-1 Maybr inh 1, NOTCH ag -0.2, TLR4-MyD88 inh -1, S1P1 ag 22 and luminol inh ctr 16.
CCOC(=O)c1nc(-c2ccccc2)sc1C(=O)/C=C/N(C)C was read as Nox1 inh -46, KOR antag MB -6, rat GALR2 agon -5, PME-1 Maybr inh -1, NOTCH ag -0.5, S1P1 ag 20 and luminol inh ctr 3.
For O=C(c1cnn(-c2ccc(Cl)cc2)n1)c1cccs1 the results were Nox1 inh -88, KOR antag MB -1, rat GALR2 agon -6, PME-1 Maybr inh 0, NOTCH ag -0.1, TLR4-MyD88 inh 8, S1P1 ag 3 and luminol inh ctr 0.
`N#C/C(=C\Nc1ccc2c(c1)C(=O)OC2)C(=O)c1cccs1` gave Nox1 inh -15, KOR antag MB 13, rat GALR2 agon -1, PME-1 Maybr inh -2, NOTCH ag 0.0, TLR4-MyD88 inh -3, S1P1 ag -2 and luminol inh ctr -1.
`N#Cc1c(N)nc2c(c1-c1ccc(Cl)cc1)CCCC2` gave Nox1 inh -47, KOR antag MB -10, rat GALR2 agon -5, PME-1 Maybr inh -1, NOTCH ag -0.6, TLR4-MyD88 inh 1, S1P1 ag -8 and luminol inh ctr -1.
Screening Cc1c(O)c(Sc2ccccc2)c(=O)n(-c2ccccc2)c1-c1ccccc1 returned Nox1 inh -46, KOR antag MB -18, rat GALR2 agon -5, PME-1 Maybr inh -10, NOTCH ag -0.9, TLR4-MyD88 inh -2, S1P1 ag -3 and luminol inh ctr -6.
`COc1ccc(-c2c(N)n[nH]c2C)cc1OC` gave Nox1 inh -61, KOR antag MB -5, rat GALR2 agon -5, PME-1 Maybr inh -1, NOTCH ag 0.1, TLR4-MyD88 inh 6, S1P1 ag -6 and luminol inh ctr -17.
For CCOC(=O)C(O)(c1ccc(N=Cc2ccccc2O)cc1)C(F)(F)F (stereo not given) the results were Nox1 inh -12, KOR antag MB 17, rat GALR2 agon -4, PME-1 Maybr inh 0, NOTCH ag -0.5, TLR4-MyD88 inh 3, S1P1 ag -7 and luminol inh ctr -1.
Screening O=C(OCCSCCS(=O)(=O)c1ccc(Cl)cc1)c1ccccc1Cl returned Nox1 inh -29, KOR antag MB -11, rat GALR2 agon 0, PME-1 Maybr inh -1, NOTCH ag -0.1, TLR4-MyD88 inh 7, S1P1 ag 7 and luminol inh ctr -1.
For Nc1nccc(-c2ccc([N+](=O)[O-])cc2)n1 the results were Nox1 inh -19, KOR antag MB 1, rat GALR2 agon -6, PME-1 Maybr inh 3, NOTCH ag 0.1, TLR4-MyD88 inh 0, S1P1 ag 8 and luminol inh ctr -1.
Cn1nc(C(C)(C)C)cc1C(C)(C)C was read as Nox1 inh -5, KOR antag MB 9, rat GALR2 agon -4, PME-1 Maybr inh 2, NOTCH ag 0.1, TLR4-MyD88 inh -5, S1P1 ag -12 and luminol inh ctr -3.
Screening Cn1c(-c2csc(-c3cccs3)n2)n[nH]c1=S returned Nox1 inh 14, KOR antag MB -9, rat GALR2 agon -4, PME-1 Maybr inh 2, NOTCH ag -0.4, TLR4-MyD88 inh 3, S1P1 ag -16 and luminol inh ctr 51.
`Cc1cc(C(=O)NCc2ccc3c(c2)OCO3)c(C)o1` gave Nox1 inh -59, KOR antag MB 10, rat GALR2 agon -8, PME-1 Maybr inh -4, NOTCH ag 0.1, TLR4-MyD88 inh 10, S1P1 ag -9 and luminol inh ctr 11.
`O=[N+]([O-])c1cc(C(F)(F)F)ccc1SCc1cccs1` gave Nox1 inh -16, KOR antag MB -11, rat GALR2 agon -10, PME-1 Maybr inh 1, NOTCH ag -0.3, TLR4-MyD88 inh 7, S1P1 ag 5 and luminol inh ctr 1.
Screening O=S(=O)(Nc1ccc(S(=O)(=O)Nc2cc(F)ccc2F)cc1)c1ccc(C(F)(F)F)cc1 returned Nox1 inh -7, KOR antag MB -6, rat GALR2 agon -7, PME-1 Maybr inh 2, NOTCH ag 0.7, TLR4-MyD88 inh -6, S1P1 ag -1 and luminol inh ctr 2.
O=C(OC1OCCOC1OC(=O)c1ccc([N+](=O)[O-])cc1)c1ccc([N+](=O)[O-])cc1 (stereo not given) was read as Nox1 inh -20, KOR antag MB -19, rat GALR2 agon -6, PME-1 Maybr inh 3, NOTCH ag 0.0, TLR4-MyD88 inh 0, S1P1 ag -1 and luminol inh ctr -1.
Cc1cc(COC(=O)Nc2ccc(Cl)cc2)no1 was read as Nox1 inh -18, KOR antag MB 11, rat GALR2 agon -7, PME-1 Maybr inh -3, NOTCH ag -0.3, TLR4-MyD88 inh 7, S1P1 ag -8 and luminol inh ctr 4.
For FC(F)(F)c1cc(-c2ccc3c(c2)OCO3)n[nH]1 the results were Nox1 inh -2, KOR antag MB -7, rat GALR2 agon -5, PME-1 Maybr inh -2, NOTCH ag -0.6, TLR4-MyD88 inh 7, S1P1 ag -13 and luminol inh ctr -2.
`Cc1nc(-c2ccccn2)nc(SCC(=O)N2CCOCC2)c1Cl` gave Nox1 inh -3, KOR antag MB 4, rat GALR2 agon -3, PME-1 Maybr inh 2, NOTCH ag 0.2, TLR4-MyD88 inh 3, S1P1 ag 0 and luminol inh ctr -4.
Cc1cc(NC(=O)CC(C)(C)CC(=O)O)n(C)n1 was read as Nox1 inh 8, KOR antag MB 2, rat GALR2 agon -4, PME-1 Maybr inh 3, NOTCH ag 0.7, TLR4-MyD88 inh -3, S1P1 ag -2 and luminol inh ctr -1.
`CC(C)(CC(=O)O)CC(=O)Nc1ccc2c(c1)C(=O)OC2` gave Nox1 inh 19, KOR antag MB 6, rat GALR2 agon -5, PME-1 Maybr inh 7, NOTCH ag -0.1, TLR4-MyD88 inh -4, S1P1 ag 1 and luminol inh ctr -5.
O=C(c1ccc2ncsc2c1)N1CCOCC1 was read as Nox1 inh -13, KOR antag MB 6, rat GALR2 agon -6, PME-1 Maybr inh 3, NOTCH ag 1.8, TLR4-MyD88 inh 2, S1P1 ag 1 and luminol inh ctr -6.
For CC(C)(Oc1ccc(Cl)cc1)C(=O)Nc1ccc2nccnc2c1 the results were Nox1 inh -38, KOR antag MB 7, rat GALR2 agon -8, PME-1 Maybr inh 0, TLR4-MyD88 inh 2, S1P1 ag -7 and luminol inh ctr -4.
`Cc1cc(=O)oc2c(-c3ccccc3)n[nH]c(=O)c12` gave Nox1 inh -58, KOR antag MB 7, rat GALR2 agon -6, PME-1 Maybr inh -1, NOTCH ag -0.8, TLR4-MyD88 inh -4, S1P1 ag 8 and luminol inh ctr 2.
Screening Cn1nccc1NC(=O)c1cccc2c1OC(C)(C)C2 returned Nox1 inh 4, KOR antag MB 7, rat GALR2 agon -8, PME-1 Maybr inh -2, NOTCH ag -0.9, TLR4-MyD88 inh -4, S1P1 ag 57 and luminol inh ctr -3.
CC(C)(C)S(=O)(=O)CC(N)=S was read as Nox1 inh 1, KOR antag MB 14, rat GALR2 agon -5, PME-1 Maybr inh 6, NOTCH ag -0.2, TLR4-MyD88 inh -2, S1P1 ag -12 and luminol inh ctr 12.

Five compounds from above, sorted by number of heavy atoms, low to high.
CC(C)(C)S(=O)(=O)CC(N)=S was read as Nox1 inh 1, KOR antag MB 14, rat GALR2 agon -5, PME-1 Maybr inh 6, NOTCH ag -0.2, TLR4-MyD88 inh -2, S1P1 ag -12 and luminol inh ctr 12.
For FC(F)(F)c1cc(-c2ccc3c(c2)OCO3)n[nH]1 the results were Nox1 inh -2, KOR antag MB -7, rat GALR2 agon -5, PME-1 Maybr inh -2, NOTCH ag -0.6, TLR4-MyD88 inh 7, S1P1 ag -13 and luminol inh ctr -2.
`O=[N+]([O-])c1cc(C(F)(F)F)ccc1SCc1cccs1` gave Nox1 inh -16, KOR antag MB -11, rat GALR2 agon -10, PME-1 Maybr inh 1, NOTCH ag -0.3, TLR4-MyD88 inh 7, S1P1 ag 5 and luminol inh ctr 1.
`CC(C)(CC(=O)O)CC(=O)Nc1ccc2c(c1)C(=O)OC2` gave Nox1 inh 19, KOR antag MB 6, rat GALR2 agon -5, PME-1 Maybr inh 7, NOTCH ag -0.1, TLR4-MyD88 inh -4, S1P1 ag 1 and luminol inh ctr -5.
For CC(C)(Oc1ccc(Cl)cc1)C(=O)Nc1ccc2nccnc2c1 the results were Nox1 inh -38, KOR antag MB 7, rat GALR2 agon -8, PME-1 Maybr inh 0, TLR4-MyD88 inh 2, S1P1 ag -7 and luminol inh ctr -4.

Further records:
Screening COC(=O)C1=C(Nc2ccccc2NS(=O)(=O)c2ccc(OC)cc2)CSC1 returned Nox1 inh 49, KOR antag MB -2, rat GALR2 agon -9, PME-1 Maybr inh 9, NOTCH ag 0.3, TLR4-MyD88 inh 0, S1P1 ag 7 and luminol inh ctr 29.
Screening Cc1cc2nc3c(c(=O)n2[nH]1)CSC3 returned Nox1 inh -20, KOR antag MB 33, rat GALR2 agon -6, PME-1 Maybr inh 0, NOTCH ag -0.9, TLR4-MyD88 inh -3, S1P1 ag -15 and luminol inh ctr 16.
`CN(C)c1cccc(N(C)C)c1CNC(=O)NC(=O)c1c(F)cccc1F` gave Nox1 inh -78, KOR antag MB 16, rat GALR2 agon -8, PME-1 Maybr inh 2, NOTCH ag -0.5, TLR4-MyD88 inh -9, S1P1 ag -3 and luminol inh ctr 6.
Screening N#C/C(=C\c1cccn1-c1ccc(Cl)cc1)C(=O)O returned Nox1 inh 20, KOR antag MB -6, rat GALR2 agon -3, PME-1 Maybr inh 6, NOTCH ag -0.3, TLR4-MyD88 inh 2, S1P1 ag -8 and luminol inh ctr -5.
Screening CSc1nc(N)n(-c2ccccc2)n1 returned Nox1 inh -42, KOR antag MB 1, rat GALR2 agon -2, PME-1 Maybr inh 2, NOTCH ag 0.0, TLR4-MyD88 inh 7, S1P1 ag 6 and luminol inh ctr -1.
Screening CC(=O)/C(N=Nc1cc(F)c(Br)cc1F)=C(\C)O returned Nox1 inh -37, KOR antag MB 4, rat GALR2 agon -2, PME-1 Maybr inh -2, NOTCH ag -0.1, TLR4-MyD88 inh 4, S1P1 ag -5 and luminol inh ctr 4.
For O=C(c1ccc(F)cc1)C1CCN(Cc2cn[nH]c2-c2ccccc2)CC1 the results were Nox1 inh -45, KOR antag MB -3, rat GALR2 agon -10, PME-1 Maybr inh 0, NOTCH ag -0.8, TLR4-MyD88 inh 7, S1P1 ag -8 and luminol inh ctr 0.
For O=S(=O)(c1ccc(-c2cnco2)cc1)N(Cc1ccccn1)Cc1ccccn1 the results were Nox1 inh -91, KOR antag MB -1, rat GALR2 agon -7, PME-1 Maybr inh 6, NOTCH ag -0.8, TLR4-MyD88 inh 9, S1P1 ag 3 and luminol inh ctr 0.
For CCC(CC)=NOc1ccc([N+](=O)[O-])cc1[N+](=O)[O-] the results were Nox1 inh -23, KOR antag MB -18, rat GALR2 agon -6, PME-1 Maybr inh 2, NOTCH ag 0.7, TLR4-MyD88 inh 2, S1P1 ag 3 and luminol inh ctr -1.
Screening COC(=O)c1sc(S(C)(=O)=O)c(C#N)c1-c1cc(C(C)(C)C)oc1C returned Nox1 inh 28, KOR antag MB 39, rat GALR2 agon -4, PME-1 Maybr inh -38, NOTCH ag -0.4, TLR4-MyD88 inh -19, S1P1 ag 35 and luminol inh ctr -4.
Screening Cc1ccccc1C(=O)c1ccccc1C(=O)O returned Nox1 inh -14, KOR antag MB -3, rat GALR2 agon -7, PME-1 Maybr inh 2, NOTCH ag -0.1, TLR4-MyD88 inh -6, S1P1 ag -21 and luminol inh ctr -5.
O=C1NCCCCC1NS(=O)(=O)c1cc(S(=O)(=O)c2ccccc2)cs1 (stereo not given) was read as Nox1 inh -36, KOR antag MB -8, rat GALR2 agon -4, PME-1 Maybr inh 2, NOTCH ag -0.3, S1P1 ag -4 and luminol inh ctr -1.

Hits appear at their usual frequency; 4.8% or so of the library scored in one or more.
